# PERK inhibitor: blocks human PERK kinase; Q9NZJ5; 220,000 compounds, 0.17% hits; CHO PERK-DD fusion, SEAP luminescence translation reporter; inhibition, % at 5.6 µM;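 active = inhibition above the mean inhibition of all tested compounds plus 3 SD, set separately per screening campaign, cut at about 2.9% in these data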;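 also: PERK kinase domain activated by AP20187 dimerizer at 100 nM; 0% = DMSO with dimerizer and 100% = rapamycin at 8.4 µM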
# Runt-SMMHC FRET: inhibitors of human RUNX1 Runt domain binding to CBFb-SMMHC. inhibition, % at 20 µM. Q01196+Q13951. 220,000 compounds, 0.74% hits. Cerulean-Runt/Venus-CBFb-SMMHC FRET ratio 530/480, 1 h;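 active = mean inhibition across duplicate retests at 20 µM reaching about 50%, limit read from the data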;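 also: 0% = DMSO wells and 100% = wells with excess untagged CBFb-SMMHC; inhibitors lower the FRET ratio by blocking Runt binding to CBFb-SMMHC; some results filed as inactive read as strong as hits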
# Target sequence (Q01196 whole entry, looked up, the tested form may be a part): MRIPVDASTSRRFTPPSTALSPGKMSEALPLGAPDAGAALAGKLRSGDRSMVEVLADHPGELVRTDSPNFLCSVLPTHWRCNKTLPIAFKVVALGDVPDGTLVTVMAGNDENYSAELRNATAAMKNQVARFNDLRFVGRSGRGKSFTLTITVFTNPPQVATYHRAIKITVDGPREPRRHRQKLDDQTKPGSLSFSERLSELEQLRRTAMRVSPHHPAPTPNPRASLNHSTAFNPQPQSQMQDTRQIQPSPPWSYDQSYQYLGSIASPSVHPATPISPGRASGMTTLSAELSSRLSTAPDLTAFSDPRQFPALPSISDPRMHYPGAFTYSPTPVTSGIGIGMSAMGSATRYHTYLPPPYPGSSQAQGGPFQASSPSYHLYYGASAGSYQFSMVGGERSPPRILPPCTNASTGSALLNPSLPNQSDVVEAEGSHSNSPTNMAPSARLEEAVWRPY
# Target sequence (Q13951 whole entry, looked up, the tested form may be a part): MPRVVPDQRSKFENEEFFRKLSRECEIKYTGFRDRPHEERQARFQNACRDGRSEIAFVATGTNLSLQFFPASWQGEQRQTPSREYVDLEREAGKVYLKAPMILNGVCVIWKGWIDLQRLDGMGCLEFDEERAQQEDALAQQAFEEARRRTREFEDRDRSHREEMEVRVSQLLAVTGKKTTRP
# PGE2 EP2 inh: inhibitors of human EP2 prostaglandin E2 receptor | P43116 | C6 glioma cells expressing human EP2, cAMP TR-FRET; cells stimulated with saturating PGE2 | inhibition, % at 25 µM | 260,000 compounds, 0.52% hits | AID 1422;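 active = percent inhibition above 40 after rounding to a whole number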;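 also: rat C6 glioma host cells with rolipram phosphodiesterase inhibitor present; the protocol text gives 20 µM as final concentration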
# Target sequence (P43116 whole entry, looked up): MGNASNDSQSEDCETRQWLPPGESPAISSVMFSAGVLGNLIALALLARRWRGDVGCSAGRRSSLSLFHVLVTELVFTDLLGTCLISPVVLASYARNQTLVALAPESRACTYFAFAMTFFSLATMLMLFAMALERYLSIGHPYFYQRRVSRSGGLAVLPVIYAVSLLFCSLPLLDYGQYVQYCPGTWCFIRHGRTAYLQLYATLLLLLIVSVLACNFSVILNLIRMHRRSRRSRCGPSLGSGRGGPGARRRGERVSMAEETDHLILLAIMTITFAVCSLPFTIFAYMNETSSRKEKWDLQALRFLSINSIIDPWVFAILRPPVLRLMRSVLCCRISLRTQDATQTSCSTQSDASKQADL
# Hck-Nef inh: inhibitors of human Hck kinase activated by Nef. P08631. Recombinant Hck-YEEI plus Nef, Z-Lyte FRET kinase assay. inhibition, % at 20 µM. 220,000 compounds, 0.68% hits. AID 463187;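 active = Hck-Nef kinase inhibition above about 50%, limit read from the data; inactive = inhibition below that limit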;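 also: 0% = DMSO with Hck plus Nef and 100% = Hck alone without Nef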
# EP2 mod: modulates human prostaglandin E2 receptor EP2 signaling | P43116 | EP2-expressing cells, cAMP HTRF FRET, PGE2 co-stimulation | 260,000 compounds, 0.83% hits | induction, % at 25 µM;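 active = compounds whose cAMP rise, as percent of the full-agonist control response, exceeds 60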;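 also: rat C6 glioma line stably carrying human EP2 under a CMV promoter; the protocol text gives 20 µM as final concentration; 100% = response of wells given 1 µM PGE2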
# RBBP9 inh: blocks human serine hydrolase RBBP9; recombinant RBBP9, FP-Rh probe fluorescence polarization; inhibition, % at 7.94 µM; 220,000 compounds, 0.2% hits; AID 1515;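 active = inhibition above the campaign mean of all tested compounds plus 3 SD, cut at about 14% in these data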;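 also: plate controls were DMSO wells with RBBP9 for no effect and wells lacking RBBP9 protein for full effect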
#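 Test system: recombinant human RBBP9; Timing: 30 min then 45 min, 25 °C; Detection: fluorescence polarization; Control set: RBBP9 with DMSO as uninhibited control, no-protein wells as full inhibition; Compound dosing: one concentration, 7.94 µM nominal, 0.794% DMSO; Probe or stimulus: FP-Rh activity-based probe, 375 nM before mixing.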
# TNF death inh: blocks TNF-alpha induced death of Jurkat FADD-/- cells; Jurkat FADD-/- TNF necroptosis rescue, ATP luminescence, 24 h; 0 = TNF only, 100 = no-TNF cells; activation (protection from cell death), % at 10 µM; 220,000 compounds, 0.068% hits;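 active = activation, meaning protection from cell death, of at least 50% relative to plate controls; inactive = activation below 50%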;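 also: necroptosis triggered by 40 ng/mL TNF-alpha added together with compound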
# Runt-CBFb FRET: inhibitors of human RUNX1 Runt domain binding to CBFb; inhibition, % at 20 µM; Cerulean-Runt/Venus-CBFb FRET ratio 530/480, 1 h; 220,000 compounds, 0.46% hits; AID 1496;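 active = inhibition over about 50% at 20 µM in the single-dose screen, limit read from the data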;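 also: 0% = DMSO wells and 100% = excess unlabeled CBFb competitor control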
#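 Reagent – Venus-CBFb binding partner, 100 nM · Assay system – Cerulean-tagged RUNX1 Runt domain (FRET donor) fusion protein · Input – 100 nM per protein · Incubation – two 1 h room-temperature incubations shielded from light · Measured by – FRET fluorescence · Medium – Tris buffer pH 7.5 with salts and BSA · Benchmarks – unlabeled CBFb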
# L929 necroptosis: L929 zVAD cell death inhibition; L929 zVAD necroptosis rescue, ATP luminescence, 24 h; with zVAD 60 µM; viability rescue, % at 10 µM; 220,000 compounds, 0.38% hits; AID 1377;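 active = activation, scaled between plate controls, above about 75%, limit read from the data; inactive = activation under that limit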;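 also: 0% = zVAD with DMSO and 100% = DMSO alone without zVAD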
# Starred values were filed as active, the others as inactive; · = not tested or not shown; & = joins results of further samples. A portion of the library; the hit share may differ from the screen's.
# The line under a structure holds: PERK inhibitor	Runt-SMMHC FRET	PGE2 EP2 inh	Hck-Nef inh	EP2 mod	RBBP9 inh	TNF death inh	Runt-CBFb FRET	L929 necroptosis
CC(C)(C)c1cc(=O)n(-c2ccccc2)[nH]1
  2.0	-4	12	5	27	-3	1.8	2	1.1
CSCCC(NC(N)=O)C(=O)NCc1cccc(Cl)c1 (stereo not given)
  -0.5	0	·	11	12	-9	1.7	2	0.2
O=C1CCCN1CC(O)CS(=O)(=O)c1ccccc1 (stereo not given)
  0.4	2	4	-2	10	2	-0.2	0	0.5
O=C(CCn1c(=O)c2sccc2n(CC(=O)NCc2ccco2)c1=O)NCc1ccccc1
  1.3	-19	5	0	-4	1	-1.0	0	-0.1
CCCOc1ncnc2c1sc1nc3c(cc12)COC(C)(C)C3
  0.5	0	8	29	-2	-5	0.0	0	16
O=C(CN(c1ccccc1F)S(=O)(=O)c1ccccc1)N1CCCCCC1
  -1.5	0	10	1	11	3	-0.5	-1	-1.3
C=C(C)c1cccc(C(C)(C)NC(=O)Nc2ccc(C)cn2)c1
  -0.9	1	7	0	0	-12	-0.9	0	1.0
COc1cccc(Nc2ncccc2C(=O)O)c1
  1.4	-7	17	1	3	-4	1.5	-1	1.5
O=C(c1cc(-c2ccncc2)nc2ccc(Cl)cc12)N1CCN(Cc2ccc3c(c2)OCO3)CC1
  0.8	-4	15	16	-5	3	-6.8	-1	2.4
CC(C(=O)NC1C(=O)N2C(C(=O)O)=C(CSc3nnnn3C)CSC12)n1cc(Br)cn1 (stereo not given)
  0.0	2	5	5	19	-12	1.1	3	-0.1
COc1ccc(S(=O)(=O)N/N=C(/C)c2ccc(Cl)cc2)cc1
  1.0	3	4	0	11	0	-1.1	-3	1.2
COc1ccc(NC(=O)c2sc(=S)[nH]c2N)cc1
  1.0	46	10	0	19	0	-2.8	25	0.1
CCOC(=O)c1[nH]c2c(c1-c1ccccc1)C(=O)CC(c1ccc(Cl)cc1)C2 (stereo not given)
  1.0	2	·	-3	26	-6	2.0	0	25
O=C(COc1nsnc1N1CCOCC1)N/N=C/c1ccccc1O
  2.0	0	7	5	-36	-9	-3.9	1	2.6
Cc1ccc(NS(=O)(=O)c2ccccc2)c2c1CC(C)(C)O2
  0.0	-2	9	9	-17	-1	-1.7	2	0.1
Cc1oc(-c2ccccc2)cc1C(=O)NCc1ccncc1
  1.5	-4	11	13	-59	0	0.6	2	1.0
CN(C)c1nc(SCCOC(=O)COc2ccc(Cl)cc2Cl)nc(N(C)C)n1
  0.6	0	·	1	10	-2	-3.9	-2	-0.1
COc1ccc(OCC(=O)NNC(=O)Cc2coc3cc(OC)ccc23)cc1
  0.1	-3	2	-1	2	-2	2.9	1	-0.1
Cc1ccc(C(=O)Nc2ccc3c(c2)OCCO3)o1
  0.5	2	14	-2	-27	3	-4.3	1	-1.9
CCOc1ccc(/C(O)=C2/C(=O)C(=O)N(CCN(CC)CC)C2c2ccco2)cc1 (stereo not given)
  0.3	3	5	1	42	0	2.1	1	-0.2

# 5 entries from above in another layout.
structure | PERK inhibitor | Runt-SMMHC FRET | PGE2 EP2 inh | Hck-Nef inh | EP2 mod | RBBP9 inh | TNF death inh | Runt-CBFb FRET | L929 necroptosis
CC(C)(C)c1cc(=O)n(-c2ccccc2)[nH]1 | 2.0 | -4 | 12 | 5 | 27 | -3 | 1.8 | 2 | 1.1
CCOC(=O)c1[nH]c2c(c1-c1ccccc1)C(=O)CC(c1ccc(Cl)cc1)C2 (stereo not given) | 1.0 | 2 | · | -3 | 26 | -6 | 2.0 | 0 | 25
CSCCC(NC(N)=O)C(=O)NCc1cccc(Cl)c1 (stereo not given) | -0.5 | 0 | · | 11 | 12 | -9 | 1.7 | 2 | 0.2
C=C(C)c1cccc(C(C)(C)NC(=O)Nc2ccc(C)cn2)c1 | -0.9 | 1 | 7 | 0 | 0 | -12 | -0.9 | 0 | 1.0
Cc1oc(-c2ccccc2)cc1C(=O)NCc1ccncc1 | 1.5 | -4 | 11 | 13 | -59 | 0 | 0.6 | 2 | 1.0

# Further results.
# The line under a structure holds: PERK inhibitor	Runt-SMMHC FRET	PGE2 EP2 inh	Hck-Nef inh	EP2 mod	RBBP9 inh	TNF death inh	Runt-CBFb FRET	L929 necroptosis
CCCNC(=O)c1c(O)c2c([nH]c1=O)CCCC2
  0.5	·	4	14	-3	-7	-0.3	·	4.9
S=c1[nH]nc(COc2ccc3c(c2)OCO3)n1-c1ccccc1
  0.8	5	-3	6	-28	3	-0.8	8	-0.3
CC1=NN(c2ccccc2)C(=O)/C1=C/c1cc2cc(C)ccc2nc1N1CCCCC1
  -0.1	-10	28	1	0	-4	-12	0	0.0
CCCCN(C(=S)Nc1cccc(SC)c1)C1CCN(C(C)=O)CC1
  0.4	1	5	17	-16	-3	-0.7	4	-0.2
Cc1ccc(OCC(O)Cn2c(N3CCOCC3)nc3c2c(=O)[nH]c(=O)n3C)cc1 (stereo not given)
  0.2	-1	13	2	37	-7	-0.8	1	0.4
CCCOC(=O)Nc1ccc(S(=O)(=O)Nn2cnnc2)cc1
  0.2	-1	7	-2	-7	-4	-1.2	1	-0.1
COc1ccccc1CNC(=O)c1csc(Cc2ccc(Cl)cc2)n1
  0.7	-2	15	0	62*	-4	-7.5	-4	0.1
Cc1cc(NC(=O)c2cc(-c3ccncc3)nc3c(C)cccc23)no1
  -0.6	-4	12	14	65*	1	-5.7	-3	0.3
C=CCc1cccc(CNc2ccc(Br)cc2)c1O
  -0.2	-2	4	-5	-13	-7	0.6	0	0.9
COc1ccccc1-n1c(=O)c2c3c(sc2n2c(SC(C)C)nnc12)CCC3
  -0.4	1	10	-3	39	-7	0.9	-2	-0.6
CCOC(=O)N1CCN(C(=O)Cc2ccc(-n3c(=S)[nH]c4ccccc4c3=O)cc2)CC1
  1.5	-34	5	6	-16	-6	0.6	0	0.9
Cc1ccc(C(O)(C(=O)NN(C(=O)c2ccccc2)c2ccccc2)c2ccc(C)cc2)cc1
  0.1	4	8	1	6	-5	1.2	0	0.4
N#C/C(=C\c1c[nH]c2ccccc12)C(=O)Nc1ncc(Cc2ccc(Cl)cc2Cl)s1
  0.2	-187	3	8	8	5	1.0	-207	3.1
CN(C)C(=O)c1cc(C(=O)c2ccccc2Cl)c[nH]1
  1.4	-1	10	-3	4	-4	-0.1	-1	11
CCCCCC1CC(CC/C(C)=N/NC(N)=O)C(=O)O1 (stereo not given)
  -1.5	0	4	17	33	-10	2.0	0	0.5
COc1ccc(C2SCCN2C(=S)Nc2ccc(F)cc2)cc1 (stereo not given)
  0.9	3	8	3	-8	-1	1.8	0	-0.3
O=S(=O)(Nc1ccc(F)cc1)N1CCCCCC1
  1.3	3	14	-1	10	-4	5.0	0	-0.1
COc1ccc(S(=O)(=O)N2N=C(c3ccc(NS(C)(=O)=O)cc3)CC2c2ccco2)cc1 (stereo not given)
  -0.1	5	7	10	13	3	0.9	17	-1.2
CCN1CCN(c2ncc(C(=O)Nc3c(F)cc(F)cc3Br)c3ccccc23)CC1
  -1.0	1	9	-2	-6	-3	6.1	1	7.1
Cc1ccc(-n2c(=O)c3sccc3n(Cc3cc(=O)n4cc(Cl)ccc4n3)c2=O)cc1F
  -0.7	0	3	4	21	-6	0.9	0	0.5

# Additional entries
# The line under a structure holds: PERK inhibitor	Runt-SMMHC FRET	PGE2 EP2 inh	Hck-Nef inh	EP2 mod	RBBP9 inh	TNF death inh	Runt-CBFb FRET	L929 necroptosis
O=C(CN1CCOCC1)Nc1ccc(S(=O)(=O)N2CCCCCC2)cc1
  0.2	1	6&9	1	-5&2	1	1.3	0	0.0
CCN(CC(=O)NCc1ccc(F)cc1)CC(=O)Nc1ccccc1-c1ccccc1
  0.3	-1	15	20	24	-4	0.7	-3	-1.1
CCOc1ccc(C(=O)NC(=S)NC2CCCC2)cc1[N+](=O)[O-]
  -0.2	1	7	1	-7	-6	2.3	-2	0.7
O=C(CCSc1nc(-c2ccc3c(c2)OCO3)cc(C(F)(F)F)n1)NCc1ccccc1
  0.5	4	9&18	-8	-81&-57	-5	1.4	0	0.4
O=C1CN(c2ccc(Cl)cc2)C(=O)CN1NC(=S)Nc1ccc(Cl)cc1
  1.2	4	6	1	-8	-6	-0.5	0	0.6
CC(/C=N/NC(=O)c1ccc(CN2c3cccc4cccc(c34)S2(=O)=O)cc1)c1ccccc1 (stereo not given)
  0.1	4	2	2	-5	-13	1.1	2	0.8
Cc1ccc(N2C(=O)c3n[nH]c(C)c3C2c2cccnc2)cc1 (stereo not given)
  0.1	4	4	5	-21	6	-0.4	1	0.7
COc1ccc(CCNC(=O)CSc2ccc3ccccc3c2)cc1OC
  0.2	-3	6	3	-11	0	0.1	3	1.4
CC(C)CNC(=O)c1ccccc1NC(=O)c1ccccc1N(C)S(=O)(=O)c1ccccc1
  -0.8	0	4	-1	11	-7	3.0	-3	-0.3
CCOc1ccc(CCNC(=O)c2cccnc2N2CCCC2)cc1OCC
  -1.2	2	18	4	23	-4	-0.8	1	-0.1
COc1ccccc1NC(=O)CCNC(=O)Cn1ccc2ccccc2c1=O
  0.5	2	3	2	17	-3	0.1	0	-0.1
Cc1ccc(S(=O)(=O)NN2C(=O)c3ccccc3NC2c2cccc(O)c2)cc1 (stereo not given)
  -0.1	2	5	15	8	-5	-2.9	0	0.7
COc1ccc(NS(=O)(=O)c2cc(NC(=O)c3ccc(=O)[nH]c3)ccc2N2CCOCC2)cc1
  2.8	-4	8	9	3	-4	1.6	-4	0.8
Cn1c(=O)[nH]c(=O)c2c1nc(N1CCN(c3cccc(Cl)c3)CC1)n2CCCc1ccccc1
  -0.8	-10	9	-7	45	-7	-0.7	-3	-0.5
CCOC(=O)C1=C(C)OC(N)=C(C#N)C1c1cc2c(cc1Br)OCO2 (stereo not given)
  0.3	2	9	2	-10	-5	-5.2	2	-0.3
CC(C)(C)NNC(=S)Nc1ccc(S(=O)(=O)N2CCOCC2)cc1
  0.8	-1	4	-3	-45	-8	0.1	4	0.4
CN(C)c1nc2sc3c(c2c(=O)n1C)CC(C)(C)OC3
  -0.1	-3	9	2	13	-13	0.1	-3	0.1
c1nnc(NC2=NCCC2)s1
  0.9	-2	4	-1	-3	-1	0.9	3	1.7
CNC(=O)Nc1cccc(C(F)(F)F)c1
  1.2	1	5	5	9	1	-2.1	0	0.0
